# EP2 modulator: EP2 receptor (human) modulation; EP2-expressing cells, cAMP HTRF FRET, PGE2 co-stimulation; induction, % at 25 µM; 0.83% of 260,000 active; AID 940;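 active means compounds whose cAMP rise, as percent of the full-agonist control response, exceeds 60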;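 further: rat C6 glioma line stably carrying human EP2 under a CMV promoter; the protocol text gives 20 µM as final concentration; 100% = response of wells given 1 µM PGE2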
# Target sequence (P43116 whole entry, looked up): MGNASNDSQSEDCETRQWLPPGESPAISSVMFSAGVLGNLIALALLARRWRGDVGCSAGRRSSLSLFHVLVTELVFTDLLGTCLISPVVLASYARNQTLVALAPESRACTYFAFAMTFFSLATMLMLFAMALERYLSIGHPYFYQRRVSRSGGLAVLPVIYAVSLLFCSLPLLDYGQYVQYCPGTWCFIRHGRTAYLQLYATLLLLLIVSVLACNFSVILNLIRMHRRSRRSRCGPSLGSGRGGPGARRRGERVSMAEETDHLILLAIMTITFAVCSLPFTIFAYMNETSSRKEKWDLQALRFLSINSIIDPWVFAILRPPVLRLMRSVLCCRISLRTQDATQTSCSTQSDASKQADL
# EP2 antag: EP2 receptor (human) inhibition | P43116 | C6 glioma cells expressing human EP2, cAMP TR-FRET; cells stimulated with saturating PGE2 | inhibition, % at 25 µM | 0.52% of 260,000 active | AID 1422;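 active means percent inhibition above 40 after rounding to a whole number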;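 further: rat C6 glioma host cells with rolipram phosphodiesterase inhibitor present; the protocol text gives 20 µM as final concentration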
# Numbers without * were called inactive. These rows are one share of the data; rates above refer to the full screens.
SMILES,EP2 modulator,EP2 antag
CCc1ccc2nc(SCC(=O)Nc3ccccc3C(F)(F)F)c(C#N)cc2c1,-21,12
Cc1ccc(C(=O)CSc2nnnn2-c2ccc3c(c2)OCCO3)cc1C,-94,7
COC(=O)c1ccc(S(=O)(=O)N(CCO)Cc2cc3c(C)cc(C)cc3[nH]c2=O)cc1,-7,5
CC(=C(CCOP(=O)(O)O)SC(=O)c1ccccc1)N(C=O)Cc1cnc(C)nc1N,9,12
O=C(NC(=S)N1CCCC(C(F)(F)F)C1)c1ccc(F)cc1 (stereo unspecified),-6,11
COc1ccc(C(c2nnnn2C(C)(C)C)N2CCN(c3ccc(F)cc3)CC2)cc1OC (stereo unspecified),-7,13
CC[C@@H](Cn1ncc2ccccc2c1=O)NC(=O)C1(c2ccc(OC)cc2)CC1,-12,5
CC(C)(C)NC(=O)C(OC(=O)c1ccco1)c1ccc(Cl)cc1 (stereo unspecified),10,11
COc1ccc(S(=O)(=O)N2CCCC(C(=O)NC(C)(C)C)C2)cc1 (stereo unspecified),-4,3
CCOc1ccc2[nH]c(=O)c(CN(CC3CCCO3)C(=S)NCCCN(C)C)cc2c1 (stereo unspecified),-26,6
Cc1ccccc1C1(O)CCN(C(=O)c2cc(-c3ccccn3)n[nH]2)CC1,-29,6
CC1=C(C(=O)Nc2ccccc2)C(c2c(O)ccc3ccccc23)NC(=S)N1 (stereo unspecified),-97,6
Cc1cc2cc3c(cc2nc1SCC(=O)NCc1ccc2c(c1)OCO2)OCCO3,-23,10
C[C@]12CCC3c4ccc(OC(=O)c5ccccc5)cc4CCC3C1CCC2=O (stereo partly specified),-11,10
CCN(CC)C(=O)CSc1nc2c(C)c(C)ccc2cc1C#N,28,14
CCC(C)(C)NC(=O)C(c1ccco1)N(C(=O)c1csnn1)c1cc(C)ccc1C (stereo unspecified),-29,9
O=S(=O)(O)c1ccc(-c2nnc(-c3ccccn3)nc2-c2ccc(S(=O)(=O)O)o2)o1,24,35
COc1cccc(CN(CCN(C)C)Cc2cccs2)c1,-46,6
O=C(CN1CCN(C(=O)c2ccco2)CC1)Nc1nnc(-c2ccccc2)s1,-9,15
O=C(N1CCC(c2cccnc2)CC1)C1(c2cccc(F)c2)CCCC1,-7,7
CC1CCCN(CC(=O)N2CCN(C(=O)CN3CCCC(C)C3)CC2)C1 (stereo unspecified),-44,11
Cc1ccc2nc3c(cc(C(=O)NC4CCCCC4)c(=N)n3C(C)C)c(=O)n2c1,0,8
CCOC(=O)c1nn(-c2cccc(C(F)(F)F)c2)c(=O)c(C#N)c1C,-20,6
O=C1CC(/C=C/c2ccccc2)(C(=O)NC2CCCCC2)N1c1ccc2c(c1)OCO2 (stereo unspecified),31,6
O=C(O)C[C@H](Cc1ccccc1Cl)C(=O)O,23,9

# Remaining list, next part
SMILES,EP2 modulator,EP2 antag
Cc1cc(NS(=O)(=O)c2ccc(NC(=O)c3ccccc3Cl)cc2)nc(C)n1,-14,7
CC(=O)C1=C(O)C(=O)N(CC#N)C1c1ccc(Cl)cc1 (stereo unspecified),19,10
COc1ccccc1CCNC(=O)CSc1nc(-c2cccs2)cc(C(F)(F)F)n1,-111,16
CCC(=O)Nc1sc2c(c1C(N)=O)CCCC2,-26,4
CC(C)c1ccc(C2=C/C(=C/c3ccco3)C(=O)O2)cc1,38,20
COc1ccc(S(=O)(=O)N(CC(=O)Nc2cccnc2)c2ccccc2)cc1,-23,12
c1nnc(NCNc2nncs2)s1,25,9
Cc1ccccc1-c1nnc(SCC(=O)N2c3ccccc3Sc3ccccc32)o1,32,15
CCCc1cc(CNC(=O)Cn2cnc3sc(C)cc3c2=O)on1,-18,5
Cc1cc2cc(C(c3nnnn3Cc3ccco3)N3CCN(c4ccccc4)CC3)c(=O)[nH]c2cc1C (stereo unspecified),-9,13
CCCOc1ccccc1C=C1C(=O)N(C)C(=O)N(C)C1=O,-25,8
CCCn1c(SCC(=O)Nc2c(CC)cccc2CC)nnc1-c1ccco1,16,6
C#CCOc1ccc(C2NC(=O)NC(C)=C2C(=O)Nc2ccc(C)c(C)c2)cc1OCC (stereo unspecified),1,7
OC(COc1ccccc1)Cn1cnc2ccccc21 (stereo unspecified),-28,7
Cn1c(=O)n(C)c2cc3[nH]c(CO)nc3cc21,-2,6
CCCC(NC(=O)c1cnc(SC)nc1)c1ccc2c(c1)OCCO2 (stereo unspecified),-73,6
O=C(O)C1Cc2ccccc2CN1S(=O)(=O)c1ccc(F)cc1 (stereo unspecified),-5,8
Cc1cccc(-n2c(N)cc(=O)nc2SC(C)C(=O)Nc2cccc3ccccc23)c1 (stereo unspecified),-36,10
COc1ccccc1CN1CCc2nc(N3CCCC(C)C3)[nH]c(=O)c2C1 (stereo unspecified),-82,4
COc1cc(OC)c(C2C(C#N)=C(N)Oc3n[nH]c(-c4cccs4)c32)c(OC)c1 (stereo unspecified),-21,8
COc1ccc(-c2nnc(NC(=O)C3CCCN3C(=O)NC3CCCCC3)s2)cc1 (stereo unspecified),9,12
COc1ccc2[nH]c(=O)c(CN(CC3CCCO3)C(=S)NCc3ccco3)cc2c1 (stereo unspecified),-15,13
COC(=O)c1c(NC(=O)c2cccs2)sc(C(=O)Nc2ccccc2C)c1C,-12,6
Cc1c(C(=O)OC(C)CC[N+](C)(C)C)oc2ccccc12 (stereo unspecified),-13,10
CCCC(=O)Nc1ccc2nc(CCC)n(Cc3ccc(Cl)cc3)c(=O)c2c1,-19,3

# Next part.
SMILES,EP2 modulator,EP2 antag
CCOc1cccc(C(=O)Nc2nc3ccc(F)cc3s2)c1,3,11
CCn1nc(C)c(CN(CCCn2ccnc2)Cc2ccccc2C)c1C,17,3
Cc1ccc(-c2cc(C(=O)N3CCC(C(N)=O)CC3)no2)cc1,-18,8
O=C(CN1CCCCCC1)Nc1ccc(F)cc1F,10,3
CCC1c2ccc(C)n2CCN1C(=O)Cn1cnc2sc(C)cc2c1=O (stereo unspecified),-26,9
O=C(CSc1nccc(-c2ccc(F)cc2)n1)Nc1ccccn1,7,8
Cc1ccc(C)c2[nH]c(=O)c(CN(CCCN3CCCC3=O)S(=O)(=O)c3ccc(F)cc3)cc12,-15,10
Cc1ccc2[nH]c(=O)c(CN(Cc3ccco3)C(=O)CN(C)C3CCCCC3)cc2c1,-5,22
CCC(C)(C)NC(=O)C(c1cccs1)N(Cc1ccc(C)cc1)C(=O)c1csnn1 (stereo unspecified),-3,10
O=C(NCc1nc(-c2ccccc2)no1)c1cc2ccccc2c(=O)s1,-70,10
CC(C)(C)NS(=O)(=O)c1ccc(CCC(=O)NCc2ccccn2)cc1,-2,13
Cc1cccc2cc(CN(C(=O)c3ccco3)C3CCCCC3)c3nnnn3c12,32,10
CCN(CC)c1ccc(CN2CCc3c(nc(N4CCCC(C)C4)[nH]c3=O)C2)cc1 (stereo unspecified),-4,5
CCC1CCCCN1C(=O)c1cc(-c2ccc(C)cc2)on1 (stereo unspecified),-78,9
Cc1nc2c(c(=O)[nH]1)CCN(C(=O)CN1C(=O)C3C4CCC(C4)C3C1=O)C2 (stereo unspecified),-35,8
O=C(Cn1nc(-c2ccc3c(c2)OCCO3)ccc1=O)Nc1nnc(-c2ccccc2Cl)s1,-19,7
CNC(=S)N(Cc1ccc(OC)cc1)Cc1cc2c(C)cc(C)cc2[nH]c1=O,-16,8
O=C(CSc1ncnc2sc3c(c12)CCCC3)NCc1ccccc1,14,11
CC(C)(C)NC(=O)CSc1nnc(NC(=O)c2c(F)cccc2F)s1,13,16
COC(=O)c1ccc(S(=O)(=O)N(Cc2ccco2)Cc2cc3ccc(C)cc3[nH]c2=O)cc1,-113,14
CC(C)n1c(=O)n(CC(=O)N2CCc3ccccc32)c2cccnc21,-2,2
CC(C)(C)NC(=O)Cn1cc(C(=O)C(C)(C)C)c2ccccc21,-50,11
Cc1cccc2cc(CN(CCCN3CCOCC3)Cc3nnnn3Cc3ccccc3)c(=O)[nH]c12,0,5
Cc1cccc(C2(O)CCN(C(=O)CCCc3ccncc3)CC2)c1,-46,8
COc1cc(NC(=O)CSc2nnc(-c3cccnc3)n2C)cc(OC)c1,0,9

# Other entries.
SMILES,EP2 modulator,EP2 antag
CC(C(=O)NCc1ccco1)N(c1ccc(Oc2ccccc2)cc1)S(C)(=O)=O (stereo unspecified),-115,10
CCn1c(COc2ccccc2)nnc1SCC(=O)Nc1sc2c(c1C#N)CCCC2,28,6
O=C(Nc1c[nH]c2c(Cl)cccc2c1=O)N1CCn2cnnc2C1,-45,7
CCC(=O)N1CCc2cc(C(O)CN3CCCCC3C)ccc21 (stereo unspecified),-30,9
Cc1ccc(N2CC(O)=C(c3nc4ccccc4c(=O)[nH]3)C2=N)c(C)c1,-86,21
Cc1ccc(Oc2ccc(CNC(=O)C3C=CCN3S(C)(=O)=O)cc2)cc1 (stereo unspecified),-34,6
CCn1c(SCC(=O)Nc2ccccc2C(F)(F)F)nc2sc3c(c2c1=O)CCC3,11,19
COc1ccc2c(c1)CCc1c(-c3noc4c3CCc3cc(OC)ccc3-4)noc1-2,-6,45*
CCc1ccccc1NC(=O)CSc1nc2ccc(OC)cc2cc1C#N,21,24
COc1ccc(C(=O)Nc2nc(C)c(C(=O)Nc3ccc(Br)cc3)s2)cc1,-3,22
O=C1c2ccc3c4c(ccc(c24)C(=O)N1c1ccccc1)CC3,21,9
CCN1CCN(Cc2nnnn2Cc2ccco2)CC1,-6,8
OC(CN1CCC2(CC1)CC(O)c1cc(F)ccc1O2)c1ccccc1 (stereo unspecified),-38,6
Cc1cccnc1NC(=O)c1ccc(F)cc1,-2,15
Cc1ccc(-c2nnc(SCC(=O)OC3CCCCC3)o2)cc1,32,8
COc1cccc(C(NC(=O)N(C(C)C)C(C)C)c2nccn2C)c1OC (stereo unspecified),-11,9
CC1CC(C)CN(CCC(=O)Nc2ccc(Cl)cc2)C1 (stereo unspecified),-96,25
OC1(c2ccccc2F)CCN(Cc2ccccc2OCC2CCCO2)CC1 (stereo unspecified),-17,5
C=CCOc1ccc(C2N3CC4(C)CN2CC(C)(C3)C4)cc1 (stereo unspecified),-15,6
COc1ccc(OC)c(S(=O)(=O)N2CCC(C(=O)N3CCCCCC3)CC2)c1,-6,8
CCOc1cccc(C2C(C(=O)c3ccc(C)o3)=C(O)C(=O)N2CCCN(C)C)c1 (stereo unspecified),-8,5
CCOc1ccc2[nH]c(C(=O)NC(c3ccccc3)c3cccnc3)c(C)c2c1 (stereo unspecified),-77,12
Cc1cccc(NC(=S)N(Cc2cc3cc4c(cc3[nH]c2=O)OCO4)C2CCCCC2)c1,-39,3
CCN(CC)S(=O)(=O)c1ccc(-c2nnc(SCC(=O)N3CCC(C)CC3)o2)cc1,-20,13
Cc1ccccc1OCc1nnc(SCC(=O)NC2CCCCC2)o1,-13,7

# Four entries already listed, ordered by molar mass, smallest number first:
SMILES,EP2 modulator,EP2 antag
CCN1CCN(Cc2nnnn2Cc2ccco2)CC1,-6,8
Cc1ccc(-c2nnc(SCC(=O)OC3CCCCC3)o2)cc1,32,8
CCOc1ccc2[nH]c(C(=O)NC(c3ccccc3)c3cccnc3)c(C)c2c1 (stereo unspecified),-77,12
CCN(CC)S(=O)(=O)c1ccc(-c2nnc(SCC(=O)N3CCC(C)CC3)o2)cc1,-20,13

# Additional structures follow:
SMILES,EP2 modulator,EP2 antag
CCOc1ccc2nc(NC(=O)c3ccc(NC(C)=O)cc3)sc2c1,-43,11
CC(C)c1ccc(NC(=O)Cn2nc(-c3cccs3)cc(N)c2=O)cc1,-11,10
OC1(c2ccccc2)CCN(Cc2ccccc2OCC2CCCO2)C1 (stereo unspecified),-25,6
O=c1[nH]c(=O)c2cc(S(=O)(=O)N3CCCC(c4ccccc4)C3)ccc2[nH]1 (stereo unspecified),-56,6
COc1ccccc1/C=C/C(=O)Nc1ccc(S(=O)(=O)Nc2cc(C)nc(C)n2)cc1,41,6
CCC(c1nnnn1Cc1ccco1)N(Cc1ccc(OC)cc1)Cc1cc2cccc(C)c2[nH]c1=O (stereo unspecified),0,13
COc1cccc(C(=O)c2nc3ccccc3n2C)c1OC,-36,4
CCn1nnnc1SCC(=O)c1ccccc1F,3,3

# Of the compounds above, twelve contain a thiophene ring, fused or not:
SMILES,EP2 modulator,EP2 antag
COc1cccc(CN(CCN(C)C)Cc2cccs2)c1,-46,6
COc1ccccc1CCNC(=O)CSc1nc(-c2cccs2)cc(C(F)(F)F)n1,-111,16
CCC(=O)Nc1sc2c(c1C(N)=O)CCCC2,-26,4
CCCc1cc(CNC(=O)Cn2cnc3sc(C)cc3c2=O)on1,-18,5
COc1cc(OC)c(C2C(C#N)=C(N)Oc3n[nH]c(-c4cccs4)c32)c(OC)c1 (stereo unspecified),-21,8
COC(=O)c1c(NC(=O)c2cccs2)sc(C(=O)Nc2ccccc2C)c1C,-12,6
CCC1c2ccc(C)n2CCN1C(=O)Cn1cnc2sc(C)cc2c1=O (stereo unspecified),-26,9
CCC(C)(C)NC(=O)C(c1cccs1)N(Cc1ccc(C)cc1)C(=O)c1csnn1 (stereo unspecified),-3,10
O=C(CSc1ncnc2sc3c(c12)CCCC3)NCc1ccccc1,14,11
CCn1c(COc2ccccc2)nnc1SCC(=O)Nc1sc2c(c1C#N)CCCC2,28,6
CCn1c(SCC(=O)Nc2ccccc2C(F)(F)F)nc2sc3c(c2c1=O)CCC3,11,19
CC(C)c1ccc(NC(=O)Cn2nc(-c3cccs3)cc(N)c2=O)cc1,-11,10
